# Compound activity: PubChem, National Center for Advancing Translational Sciences (NCATS)
# IMPase cell inh: IMPase inhibition in cells. P97697. CHO-M1 cells, IP1 accumulation, HTRF TR-FRET ratio. inhibition (IP1 accumulation), % at 46.1 µM. 120,000 tested, under 10 active; active = well fitted curve in the direction sought with a large enough effect in the signal ratio, not every such curve was filed as active; inconclusive = small, poorly fitted or top-dose-only effect, or a change in a side signal; inactive = no such curve, though single readings can be large or run the other way; the % refers to the signal ratio;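 also: cells stimulated with carbachol in lithium chloride buffer; plate controls were DMSO basal wells for no effect and reference inhibitor wells for full effect; higher means more IMPase inhibition seen as more IP1 and lower FRET ratio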
# Target sequence (P97697 whole entry, looked up): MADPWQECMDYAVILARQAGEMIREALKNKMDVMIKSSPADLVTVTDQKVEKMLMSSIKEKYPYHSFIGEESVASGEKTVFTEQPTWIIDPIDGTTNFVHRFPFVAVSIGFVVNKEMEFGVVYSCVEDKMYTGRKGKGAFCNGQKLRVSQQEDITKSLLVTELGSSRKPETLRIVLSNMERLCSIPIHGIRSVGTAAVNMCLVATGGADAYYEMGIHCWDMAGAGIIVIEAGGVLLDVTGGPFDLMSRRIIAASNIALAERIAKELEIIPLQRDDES
#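 CHO-M1, 2000 cells/well, cultured 16–30 h; cpd up to 46 uM; carbachol (50 uM solution, stimulation buffer w/ 50 mM LiCl, pH 7.4), 30 min 37C; IP-One TR-FRET, 10 min RT; Ex 320/Em 665, 620; Hill-fit AC50.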
# PNC assembly inh: perinucleolar compartment assembly inhibition; 3.1% of 140,000 active; activity change (PNC), negative = inhibition, % at 10 µM; PC3M PTB-GFP, PNC prevalence imaging, 16 h; hits give low values; AID 2417;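 active = readout at or below -70, meaning at least 70% loss of cells showing the perinucleolar compartment, a nuclear body marking cancer cells; inconclusive = readout between -30 and a set limit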;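 also: plate controls were DMSO wells for no effect and camptothecin positive control wells for full effect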
#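 PC3M cells stably expressing PTB-GFP, 750–1000 cells/well, treated 16 h at 37 °C with compound (23 nl of library stock), in duplicate. After paraformaldehyde fixation and Hoechst stain, imaged at 20x; PNC prevalence scored by image analysis.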
# ALOX15B inhib: inhibitors of human 15-lipoxygenase 2 (ALOX15B); purified 15hLO-2, xylenol orange hydroperoxide absorbance; 0.56% of 110,000 active; O15296; Potency, µM (highest dose often 57.1 µM), for the others: at the top dose activity change, negative = inhibition, actives largely listed as inhibitors; also: potency is read from the fitted curve at half-maximal effect; nearly all actives have a fitted effect of over 60% in size; many of its hits are not listed in these tables
# Target sequence (O15296 whole entry, looked up): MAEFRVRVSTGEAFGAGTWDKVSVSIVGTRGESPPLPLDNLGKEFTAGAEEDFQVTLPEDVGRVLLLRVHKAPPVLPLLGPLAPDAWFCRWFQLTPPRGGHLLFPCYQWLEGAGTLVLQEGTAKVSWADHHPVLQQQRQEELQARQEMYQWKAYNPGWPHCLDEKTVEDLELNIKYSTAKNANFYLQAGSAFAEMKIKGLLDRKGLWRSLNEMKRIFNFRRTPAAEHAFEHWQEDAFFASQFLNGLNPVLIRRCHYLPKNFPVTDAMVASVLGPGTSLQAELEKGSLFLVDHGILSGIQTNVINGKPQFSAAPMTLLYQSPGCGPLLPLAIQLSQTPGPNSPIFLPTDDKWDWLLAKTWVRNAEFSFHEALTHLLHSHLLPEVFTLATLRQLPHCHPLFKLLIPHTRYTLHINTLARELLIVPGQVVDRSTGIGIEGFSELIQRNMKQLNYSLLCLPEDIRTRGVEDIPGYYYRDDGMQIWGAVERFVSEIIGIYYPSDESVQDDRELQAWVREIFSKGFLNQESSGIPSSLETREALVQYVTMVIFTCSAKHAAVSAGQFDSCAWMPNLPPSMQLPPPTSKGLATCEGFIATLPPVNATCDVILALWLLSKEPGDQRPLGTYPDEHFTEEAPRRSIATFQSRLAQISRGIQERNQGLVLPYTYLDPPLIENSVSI
#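 Read-out: hydroperoxide product oxidises ferrous iron, measured as xylenol orange complex via the 573-to-405 nm absorbance ratio after 30 min. Reaction: 50 nM enzyme, 15 min compound preincubation, 45 uM arachidonic acid, 90 min RT, Hepes pH 7.5 with Triton X-100.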
# ALOX12 inhib: blocks human 12-lipoxygenase activity. 0.12% of 150,000 active. Potency, µM (highest dose often 57.1 µM), without a hit: top-dose activity change, negative = inhibition, usual class: inhibitors. purified 12-hLO, xylenol orange hydroperoxide absorbance; also: potency is read from the fitted curve at half-maximal effect; nearly all actives have a fitted effect of over 55% in size; many of its hits are not listed in these tables
#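 Purified human 12hLO (150 nM), preincubated 15 min with compound, then 40 uM arachidonic acid for 30 min, room temperature, Hepes pH 7.0 with 0.01% Triton X-100. Hydroperoxide detected by ferrous iron/xylenol orange; 573/405 nm absorbance ratio gives reaction progress.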
# * = called active by the depositor; ? = inconclusive; nt = not tested or not shown; [ ] = another dose, or the depositor's remark. Unless noted, calls follow the shape of the dose curve; as a rule, active = well fitted curve in the direction sought with a large enough effect; inconclusive = small, poorly fitted or top-dose-only effect, or another doubt; inactive = no such curve, though single readings can be large; an effect the other way counts as inactive or inconclusive. Unless noted, % is scaled to controls: 0 for no effect and ±100 for the full control effect. A portion of the library; the hit share may differ from the screen's.
IMPase cell inh	PNC assembly inh	ALOX15B inhib	ALOX12 inhib	Molecule
nt	-1	nt	-3%	CC(C)c1ccc(OCc2cccc(C(=O)N/N=C/c3cccnc3)c2)cc1
6	-27	-3%	-2%	Cc1nn(CC(=O)Nc2ccccc2)c(=O)c2ccccc12
-4	8	4%	0%	[O-][N+]12CC[N+]([O-])(CC1)c1ccccc12
nt	nt	-6%	-4%	C1CCCC1
6	?	3%	-1%	CNC(=O)NC(=O)CSc1ccc(NC(C)=O)cc1
-7	-19	-11%	-13%	Cc1cc(Cl)ccc1N(CC(=O)N=Nc1c(O)[nH]c2ccccc12)S(C)(=O)=O
-8[1.84 µM]	0	-7%[11.4 µM]	0%	Cc1ccc2cc(CN(CC(C)C)C(=O)C3CCCO3)c(=O)[nH]c2c1 (stereo not given)
4	?	44%[activator]	2%	Cn1nc(-c2ccc(Cl)cc2)c2cc(C(=O)NCCCN3CCOCC3)sc21
3	29	-7%	-4%	CN(C)S(=O)(=O)c1ccc(C(=O)OCC(=O)c2ccc(OC(F)F)cc2OC(F)F)cc1
-2	?	nt	7%	CC(=O)Nc1ccccc1C(=O)C(=O)Nc1ccccc1
0	-20	-6%	2%	CC(=O)Nc1cccc(NC(=O)C2CCCN2C(=O)Nc2cccc(F)c2)c1 (stereo not given)
9	26	-19%	-10%	Cc1cc(Oc2ccccc2)nc(SCC(=O)Nc2ccc(Cl)cc2Cl)n1
4	-30	11%	-3%	O=C1CC(N2CCN(c3ccc(S(=O)(=O)N4CCCC4)cc3)CC2)C(=O)N1c1ccc(F)cc1 (stereo not given)
nt	-20	nt	2%	O=C(COc1ccc(Cl)cc1Cl)NCC(=O)N/N=C/c1c[nH]c2ccccc12
nt	28	nt	-1%	CC(C)CCNC(=O)CNC(=S)N(CCCN1CCOCC1)Cc1cccs1
-3	-30	nt	0%	COc1ccccc1N1C(C)=CC(=C(C#N)c2nc3ccccc3s2)C=C1C
nt	-23	nt	0%	Cc1cccc(C)c1NC(=O)CN(C)C(=O)/C=C/c1cccs1
-3	19	nt	-5%	Clc1ccc(/C=N/NC2=Nc3cccc4cccc2c34)cc1
3	39	14%	-4%	COc1ccc(/C=C/C(=O)c2ccc(Cl)cc2)c(OC)c1
-7	?	0%	-2%	O=c1[nH]c(=O)n(C2CCCO2)cc1Br (stereo not given)
5	31	-2%	-7%	CCOc1ccccc1C1CC(=O)NC2=C1C(=O)CC(C)(C)C2 (stereo not given)
-13	-27	nt	-7%	Cc1cc2cc(CN(CC3CCCO3)C(=S)NCc3ccco3)c(=O)[nH]c2cc1C (stereo not given)
7	7	8%[2.29 µM]	-4%	CCN(CC)CCOC(=O)c1cccc(OC)c1
-4	3	8%	0%	Cc1ccc(/C=C/C(=O)O)cc1S(=O)(=O)NCCCO
7	-11	nt	12%	C/C(=C/C(=O)N1CCc2ccccc21)C(=O)O
14	26	nt	-15%	Cc1ccc(C(=O)CNc2cccc(Cl)c2)cc1
8	45	10%	10%	COc1cc2c(C(=O)N3CCN(c4cccc(Cl)c4)CC3)cn(C)c(=O)c2cc1OC
nt	nt	9%	-8%	CC/C(=C(\c1ccccc1)c1ccc(OCCN(C)C)cc1)c1ccc(O)cc1
-1	39	-4%	-4%	COc1ccc(CCNC(=O)c2c(C)noc2C)cc1
3	-4	-2%	2%	O=C(c1ccncc1)c1nccn1-c1ccccn1
nt	-14	nt	-1%	Cc1ccc(Nc2nc(CSc3nnc(-c4ccc(F)cc4)n3C)cs2)cc1
0	-16	0%	4%	O=C1C2C3C=CC(C3)C2C(=O)N1c1ccncc1 (stereo not given)
3	17	3%	2%	O=C(NCc1ccco1)C(C(=O)c1ccc(F)cc1)n1ccccc1=O (stereo not given)
-4	-82*	1%	0%	CCN(CC)C(=O)CSc1nnc(CCN)o1
nt	0	nt	2%	Cc1cccc(NC(=O)CC23CC4CC(C2)CC(n2nnc(C)n2)(C4)C3)c1
?	?	nt	0%	COc1ccc(N2CCN(CC(=O)NC(=O)NCc3ccco3)CC2)cc1
-15	?	?	?	Cc1cccc(C(=O)N=c2c(C#N)cc3c(=O)n4cccc(C)c4nc3n2Cc2ccco2)c1
1	?	10%	-3%	COc1cc(C(=O)NCCC(=O)NCCN2CCOCC2)cc(OC)c1OC
8	-10	8%	-1%	CCC(=O)Nc1cc2c(C)cc(=O)oc2cc1C
-2	42	-2%	-1%	Cc1ccc(C(C(=O)NC2CCCCC2)N(C(=O)c2csnn2)C2CCCC2)o1 (stereo not given)
3	-83*	-7%	-2%	O=C(OCC(O)C(O)COC(=O)c1ccccc1)c1ccccc1 (stereo not given)
?	5	-7%	-4%	N/C(=N\OC(=O)c1ccc(Cl)cc1)c1cccnc1
0	9	-5%	0%	Cc1ccc(-n2nc3ccc(NC(=O)c4ccc5c(c4)OCO5)cc3n2)cc1
9	0	nt	-4%	CCOc1cccc(OCCCNCCCOC)c1
-3	-92*	-5%	9%	Cc1cc(C)nc(NS(=O)(=O)c2ccc(NC(=O)CN3C(=O)c4ccccc4C3=O)cc2)n1
9	-15	-7%	-4%	N#Cc1cccc(NC(=O)c2nc(-c3ccccc3)n(-c3ccccc3)n2)c1
nt	nt	12%	2%	CCN(CC)CCn1c(-c2ccccc2)nc2c(NCCO)nc(C)nc21
4	46	3%	-4%	CCCn1nc2cc(C(=O)NCCCCc3ccccc3)ccc2c1OCC
nt	nt	-13%[11.4 µM]	-3%[11.4 µM]	O=C(c1ccccc1)[C@H](Nc1ccc2ccccc2c1)c1ccccc1
nt	17	nt	-8%	COCCCN1CCN(C2Cc3ccccc3Sc3ccc(Cl)cc32)CC1 (stereo not given)
-6	82	-25%	-7%	Cc1oc2c(cc(NS(=O)(=O)c3ccc4c5c(cccc35)C(=O)N4)c3ccccc32)c1C(=O)OC(C)C
5[1.84 µM]	-27	1%[11.4 µM]	2%	O=[N+]([O-])c1ccc(C(=S)N2CCN(Cc3ccccc3)CC2)cc1
nt	-93*	nt	-4%	CCN1/C(=C/c2ccc3cc(C)ccc3[n+]2CC)Sc2ccccc21
nt	10	nt	5%	COC(=O)CSc1nnc(CSc2nc(C)cc(C)n2)o1
nt	-29	nt	-2%	CC(NS(=O)(=O)c1ccc(OCC(=O)Nc2cccc([N+](=O)[O-])c2)cc1)c1ccccc1 (stereo not given)
13	-14	-6%	-10%	Cc1cc(C)c(S(=O)(=O)n2ccc3ccccc32)c(C)c1
8	-23	-3%	8%	O=C(NCC1CCCO1)C1CC(c2ccccc2Cl)=NO1 (stereo not given)
-3	?	-5%	-8%	NS(=O)(=O)c1ccc(CCNC2CC(=O)N(Cc3ccccc3)C2=O)cc1 (stereo not given)
-2	?	-8%	-2%	O=C(NCCc1cccs1)C1CC(c2ccc([N+](=O)[O-])cc2)=NO1 (stereo not given)
-3	-18	-25%	-3%	O=c1[nH]c(C2CCCN(S(=O)(=O)c3ccc(F)cc3)C2)nc2c1nnn2Cc1ccccc1 (stereo not given)

# Next results follow:
IMPase cell inh	PNC assembly inh	ALOX15B inhib	ALOX12 inhib	Molecule
6	?	0%	-9%	CCc1ccc2c(c1)C(c1cccs1)=NNC(c1cccnc1)=N2
nt	14	nt	-1%	Cc1ccc(NC(=O)COC(=O)CCC(=O)c2ccc(C(C)(C)C)cc2)c([N+](=O)[O-])c1
-3	7	-2%	-16%	Cc1occc1C(=O)NCCc1ccc(Cl)cc1
4	-85*	30%[activator]	-1%	CN(C)CC(=O)N1c2ccccc2CCc2ccc(NC(=O)c3ccc(N)cc3)cc21
5	16	3%	-2%	CC1(C)Cc2nc(-c3ccccc3)n3cnnc3c2CO1
19	?	-1%	-2%	CC(CC(=O)Nc1ccc2c(c1)OCCO2)c1ccccc1 (stereo not given)
5	66	3%	1%	CCCCOc1ccccc1P(=O)(O)CP(=O)(c1ccccc1)c1ccccc1
0	?	0%	7%	Cc1nn(C)c(C)c1CN(C)C(=O)c1cnn2c1NC(c1ccccc1)CC2C(F)(F)F (stereo not given)
7	-25	nt	2%	C/C(=N\Nc1nc2ccccc2[nH]1)c1cccs1
?	44	-9%	-20%	Cc1ccc(NC(=O)Cc2nc(CSc3nnc(-c4ccc5c(c4)OCO5)o3)cs2)cc1
5	-9	9%	9%	Cc1noc(C)c1S(=O)(=O)N(C)CC(=O)Nc1ccc(F)cc1
0	?	-3%	6%	COC(=O)Nc1ccc(NC(C)=O)cc1
6	11	0%	1%	CCOC(=O)N1CCN(C(=O)C2CCN(S(=O)(=O)c3cc(Cl)ccc3Cl)CC2)CC1
22	4	-6%	-7%	COc1ccc(-n2nc(C(=O)Nc3ccc4c(c3)OCO4)c3ccccc3c2=O)cc1
6	?	0%	6%	On1c(-c2ccco2)nc2c1CCc1nonc1-2
3	-28	5%	0%	O=C(NCc1ccco1)c1ccc(COCC(F)(F)C(F)F)cc1
nt	nt	-24%[11.4 µM]	1%[11.4 µM]	O=C(O)c1ccc(C(=O)Nc2cccc3ccccc23)c(C(=O)O)c1
3	-19	-1%	-3%	CCCNC(=O)Nc1cc(C)on1
nt	?	nt	-4%	CCN(CC)S(=O)(=O)c1ccc(Cl)c(NC(=O)CSc2nnc(-c3cccs3)o2)c1
-1	41	-7%	-5%	c1ccc(-c2nnc(SCCC3OCCCO3)o2)cc1
-6	-6	-6%	-5%	COc1cc(Cl)c(C)cc1NC(=O)COC(=O)c1cnc(C)cn1
nt	-21	nt	-3%	Cc1cc(-c2ccccc2)nc2cc(C(N)=O)nn12
0	?	-3%	2%	CCN(CC)C(c1ccc(F)cc1)c1nnnn1CC1CCCO1 (stereo not given)
2	9	4%	5%	COC(=O)c1ccc(N2CCOCC2)c(F)c1
6	23	9%	0%	Cc1nnc2sc(-c3ccco3)nn12
-6	29	-6%	-3%	COc1cccc(OC)c1C(=O)Nc1ccc(N2CCN(S(C)(=O)=O)CC2)cc1
nt	?	nt	-4%	O=C(Oc1cccc2cccnc12)c1ccc(N2C(=O)C3C4CCC(C4)C3C2=O)cc1 (stereo not given)
5	?	-4%	-2%	CC1=CC(C)(C)N(S(=O)(=O)c2ccc(F)cc2)c2ccccc21
